FH mod: Identification of activators of human fumarate hydratase by quantitative high-throughput screening; Fumarate hydratase, mitochondrial (Homo sapiens), P07954; FH coupled MDH/diaphorase resazurin fluorescence, 15 min; Potency, µM (highest dose often 79.9 µM), for the others: at the top dose activity change, negative = inhibition, hits mostly inhibitors; 54,000 compounds, 0.22% hits; AID 1347055, 2019; also: potency is read from the fitted curve at half-maximal effect; % is scaled to controls: 0 for no effect and ±100 for the full control effect; the screen sought activators but most active calls are inhibition curves; nearly all actives have a fitted effect of over 45% in size
TSG101-PTAP inh: inhibitors of HIV-1 PTAP binding to human TSG101, validation; Fluorescence polarization, FITC-PTAP peptide/Tsg101, 20 min; Q99816; Potency, µM (titrated, usually from 115 µM), inactives show top-dose activity change, negative = inhibition, most hits filed as inhibitors; AID 1347069; 44,000 tested, under 10 active; also: potency is read from the fitted curve at half-maximal effect; 0% is about no effect
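The Tsg101 binding domain, at 10 uM final, is mixed with compound and a FITC peptide bearing the PTAP motif (50 nM final). After 20 min at r.t., polarization is measured; actives defined by CRC class, efficacy cut-off 60% inhibition.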
B2AR arrestin ag: agonists recruiting beta-arrestin to human beta2-adrenergic receptor; HTLA Tango cells, beta-arrestin recruitment, luciferase luminescence, 18 h; Potency, µM (top dose mostly 46.1 µM), for inactives: at the highest dose activation, hits mostly activators; 44,000 tested, under 10 active;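 also: potency is read from the fitted curve at half-maximal effect; 0% = DMSO and full agonism = EC100 isoproterenol or metaproterenol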
Target sequence (P07550 whole entry, looked up): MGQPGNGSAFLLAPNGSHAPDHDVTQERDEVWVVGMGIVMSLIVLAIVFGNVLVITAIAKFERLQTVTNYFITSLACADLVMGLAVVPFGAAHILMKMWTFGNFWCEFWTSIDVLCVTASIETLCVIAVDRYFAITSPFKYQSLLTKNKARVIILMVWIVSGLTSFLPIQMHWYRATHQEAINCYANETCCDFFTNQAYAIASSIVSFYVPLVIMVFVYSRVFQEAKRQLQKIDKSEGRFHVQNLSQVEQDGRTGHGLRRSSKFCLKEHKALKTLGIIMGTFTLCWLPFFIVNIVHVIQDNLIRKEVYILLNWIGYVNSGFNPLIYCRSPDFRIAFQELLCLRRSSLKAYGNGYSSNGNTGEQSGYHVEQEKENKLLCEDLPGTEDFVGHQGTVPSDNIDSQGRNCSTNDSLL
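Tango cell line, 1% FBS DMEM; cpd titration up to 46 microM; 18 hr, 37 degrees C, 5% CO2. Luciferin/ATP substrate mix added, 15 min RT, luminescence. %Activity, CRC fitting, curve-class categorization.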
NTMT1 inh: NTMT1 methyltransferase inhibition; Potency, µM (top dose mostly 114 µM), for inactives: at the top dose activity change, negative = inhibition, actives largely listed as inhibitors; 59,000 compounds, 2.5% hits; NTMT1 MTase-Glo SAH luminescence, purified enzyme; Q9BV86;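 also: potency is read from the fitted curve at half-maximal effect; plate controls were DMSO vehicle for no effect and no enzyme for full effect; nearly all actives have a fitted effect of over 65% in size; many of its hits are not listed in these tables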
Target sequence (Q9BV86 whole entry, looked up): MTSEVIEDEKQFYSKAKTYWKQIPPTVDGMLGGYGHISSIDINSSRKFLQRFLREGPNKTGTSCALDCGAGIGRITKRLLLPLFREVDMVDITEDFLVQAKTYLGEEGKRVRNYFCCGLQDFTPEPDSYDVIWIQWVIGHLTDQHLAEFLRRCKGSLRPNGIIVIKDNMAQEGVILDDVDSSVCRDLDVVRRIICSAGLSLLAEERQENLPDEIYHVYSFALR
p53null 39C kill: selectivity test: cytotoxicity in p53 null cells, nonpermissive temperature. Potency, µM (titrated, usually from 46.1 µM), for inactives: top-dose activity, negative = cell killing, usual class: cytotoxic. AID 904. H1299 p53-null (neo) cells, 39C, ATPlite viability, 24 h. 55,000 compounds, 0.97% hits;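 also: potency is read from the fitted curve at half-maximal effect; 0% = DMSO only and -100% = full killing by 100 µM tamoxifen; nearly all actives have a fitted effect of over 50% in size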
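Concentration-response (up to 46 uM) was run for 24 h at the nonpermissive 39C on H1299-p53A138V or H1299-neo cells. ATP content was measured with ATPlite luminescence. AC50 values were Hill-modeled after normalizing between DMSO and 100 uM tamoxifen killing.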
GALK inh: GALK (human) enzyme inhibition | P51570 | recombinant GALK, Kinase-Glo ATP luminescence, 1 h | Potency, µM (titrated, usually from 57.5 µM), for the others: top-dose activity, negative = inhibition, actives largely listed as inhibitors | 44,000 tested, under 10 active;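 also: plate controls were full GALK reaction for no effect and reaction lacking GALK for full effect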
Target sequence (P51570 whole entry, looked up): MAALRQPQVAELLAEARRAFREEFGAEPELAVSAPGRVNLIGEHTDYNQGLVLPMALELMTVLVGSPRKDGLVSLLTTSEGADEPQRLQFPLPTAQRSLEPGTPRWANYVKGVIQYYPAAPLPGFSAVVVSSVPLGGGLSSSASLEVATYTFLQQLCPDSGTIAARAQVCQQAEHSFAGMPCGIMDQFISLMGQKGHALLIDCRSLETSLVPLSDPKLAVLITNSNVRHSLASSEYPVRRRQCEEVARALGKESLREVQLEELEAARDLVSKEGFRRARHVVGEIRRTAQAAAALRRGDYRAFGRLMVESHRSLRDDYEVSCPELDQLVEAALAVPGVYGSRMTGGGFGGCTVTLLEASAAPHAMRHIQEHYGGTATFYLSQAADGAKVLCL
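Human GALK (5 nM) was incubated with 35 uM ATP and 100 uM galactose in 20 mM HEPES pH 8.0 with MgCl2, NaCl, DTT and BSA for 1 h at room temperature. Remaining ATP was measured by Kinase-Glo Plus luminescence.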
p53null 32C kill: selectivity test: cytotoxicity in p53 null cells, permissive temperature. H1299-neo p53 null cells, ATP luminescence, 24 h, 32C. Potency, µM (doses to about 46.1 µM), without a hit: top-dose activity change, negative = cytotoxicity, hits mostly cytotoxic. 55,000 compounds, 0.62% hits. AID 903;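 also: potency is read from the fitted curve at half-maximal effect; 0% = DMSO only and -100% = full killing by 100 µM tamoxifen; nearly all actives have a fitted effect of over 55% in size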
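H1299-neo (p53 null) cells, 600/well, treated 24 h at 32C with compound up to 46 uM; ATPlite luminescence viability, normalized to DMSO and 100 uM tamoxifen; AC50 by Hill fit.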
Active calls of the source: *; ? = inconclusive; . = not tested or not shown; [ ] = remark or other dose. Calls follow the shape of the dose curve; as a rule, active = well fitted curve in the direction sought with a large enough effect; inconclusive = small, poorly fitted or top-dose-only effect, or another doubt; inactive = no such curve, though single readings can be large; an effect the other way counts as inactive or inconclusive. A portion of the library; the hit share may differ from the screen's.

The line under a structure holds: FH mod, TSG101-PTAP inh, B2AR arrestin ag, NTMT1 inh, p53null 39C kill, GALK inh, p53null 32C kill
> CCOc1ccccc1NC(=O)Cn1c(=O)oc2cc(S(=O)(=O)NCc3ccccc3)ccc21
  -8%, -3%, 0%, 8%, 16%, -1%, 14%
> CCc1ccc(-n2c(=O)c3c4c(sc3n(Cc3cc(=O)n5c(C)cccc5n3)c2=O)CCC4)cc1
  -24%, -5%, 1%, 6%, 4%, 3%, 1%
> COc1ccccc1Oc1nc2c(C)cccn2c(=O)c1/C=C(\C#N)c1nc2ccccc2[nH]1
  20%, 0%, 1%, 11%, 7%, 0%, 1%
> CCOc1ccc(NC(=O)Cn2c(=O)n(Cc3ccccc3)c(=O)c3sc4ccccc4c32)cc1
  -5%, 2%, 1%, 0%, -3%, -2%, -16%
> CCc1ccc(-c2cc(C)no2)cc1S(=O)(=O)Nc1ccc(Cl)cc1
  ?, 1%, -1%, 4%, ?, 5%, 0%
> Cc1ccccc1Nc1c(-c2cccc(N(C)C)c2)nc2ccc(Br)cn12
  3%, -4%, -2%, 7%, -20%, 2%, -6%
> Cc1nc2ccn(Cc3cccs3)c(=O)c2cc1C(=O)N1CCN(c2ccc(F)cc2)CC1
  -35%, 1%, -1%, -4%, 10%, 6%, -2%
> CCOC(=O)COc1ccc(CC)cc1C(=O)c1ccn2nc(-c3ccccc3)cc2n1
  -5%, -4%, 1%, 0%, ., 6%, .
> Cc1nn(CCCC(=O)NCCc2ccc(Cl)cc2)c(=O)c2nn(-c3ccccc3)c(C)c12
  -2%, -5%, 0%, -6%, 2%, 0%, 17%
> CCCCN(CCCNC(=O)c1cc(Nc2ccc(OC)cc2)nc2ccccc12)Cc1ccccc1
  -15%, -3%, -2%, 4%, -7%, 1%, 4%
> COc1ccc(C2c3cccn3CCN2S(=O)(=O)c2ccccc2[N+](=O)[O-])cc1OC (stereo unspecified)
  -15%, 6%, 1%, 1%, -16%, -1%, 9%
> O=C(NC1CCCC1)c1ccc2c(c1)N(Cc1c(F)cccc1Cl)C(=O)c1ccccc1S2
  -25%, 0%, 1%, ?, -3%, 8%, 20%
> CCc1ccc(Cn2c(CNS(=O)(=O)c3ccc(C)c(C)c3)nc3cccnc32)cc1
  -2%, -3%, -2%, 5%, -2%, 1%, 4%
> Cc1cccc(N2CCN(C(=O)C3CCN(S(=O)(=O)c4cccs4)CC3)CC2)c1C
  -1%, -4%, 1%, 1%, 0%, 5%, -1%
> Cc1ccc2c(=O)cc(C(=O)Nc3c(C(=O)c4ccccc4)oc4ccccc34)oc2c1
  -23%, -5%, -2%, 20%, 6%, 3%, 6%

Rewritten comma-delimited: part of the list above.
molecule,FH mod,TSG101-PTAP inh,B2AR arrestin ag,NTMT1 inh,p53null 39C kill,GALK inh,p53null 32C kill
CCc1ccc(Cn2c(CNS(=O)(=O)c3ccc(C)c(C)c3)nc3cccnc32)cc1,-2%,-3%,-2%,5%,-2%,1%,4%
Cc1cccc(N2CCN(C(=O)C3CCN(S(=O)(=O)c4cccs4)CC3)CC2)c1C,-1%,-4%,1%,1%,0%,5%,-1%

Later entries:
The line under a structure holds: FH mod, TSG101-PTAP inh, B2AR arrestin ag, NTMT1 inh, p53null 39C kill, GALK inh, p53null 32C kill
> CCC(C(=O)N1CCN(c2cc(Cl)ccc2C)CC1)n1nc(C)n2c(cc3occc32)c1=O (stereo unspecified)
  -21%, 3%, -3%, -2%, -11%, 5%, 2%
> O=C(COCc1cc(-c2ccc3c(c2)OCO3)on1)Nc1cccc(O)c1
  ?, 0%, 0%, -6%, -29%, 1%, -6%
> Cc1ccc(CNC(=O)C2CCN(Cc3nc(-c4ccccc4C)oc3C)CC2)cc1
  -9%, 1%, 0%, 1%, -15%, 1%, 4%
> CCCCN(CCCC)CCNC(=O)Cn1nc(C)n2c(cc3sccc32)c1=O
  4%, 2%, 0%, 0%, 7%, -11%, -1%
> CCOc1ccc(CCNC(=O)Cn2nc(CC)n3c(cc4sccc43)c2=O)cc1
  -6%, -11%, 0%, 6%, -12%, -3%, 6%
> CCC(C)NC(=O)Cn1ncc2c(C)n(Cc3ccc(F)cc3)c(C)c2c1=O (stereo unspecified)
  1%, -4%, -1%, 6%, -6%, -3%, -9%
> COc1ccccc1CNC(=O)c1oc2ccc3c(c2c1C)C(=O)CC(C)(C)O3
  -8%, -4%, 0%, -4%, -2%, -2%, -25%
> COc1cccc(CNC(=O)Cn2c(C)c3cnn(-c4ccccc4)c(=O)c3c2C)c1
  -2%, 0%, -3%, -8%, -3%, -2%, 4%
> Cc1coc2c(C)c3oc(=O)c(CC(=O)N4CCCCC4)c(C)c3cc12
  -4%, -1%, -2%, 2%, -14%, -11%, -4%
> CCOC(=O)c1c(C)[nH]c(C)c1S(=O)(=O)N1CCC(C(=O)NCc2ccc(N(C)C)cc2)CC1
  -2%, -7%, -1%, -4%, -12%, 0%, 0%
> CCc1ccc(Oc2nc3c(C)cccn3c(=O)c2/C=C(\C#N)c2nc3ccccc3[nH]2)cc1
  -11%, -6%, -1%, 18%, -30%, 0%, 4%
> CCCCc1nc2ccccc2n1CC(=O)N(COCC)c1c(C)cccc1CC
  -26%, -11%, 1%, -2%, 20%, 2%, 15%
> CCc1ccccc1N(C)C(=O)c1cnc(N2CCOCC2)c2ccccc12
  0%, -12%, -1%, 1%, -6%, 1%, 3%
> COc1ccc(-c2nc3scc(CCNS(=O)(=O)c4c(C)noc4C)n3n2)cc1OC
  -6%, 0%, -3%, -1%, 26%, 0%, 4%
> Cc1ccc(Cn2c(CN3CCC(C(=O)NCCc4ccccc4)CC3)cc3ccccc32)cc1
  1%, -5%, -3%, -1%, -16%, -1%, -8%
> COc1cc(OC)c(NC(=O)c2cnc(N3CCCC3)nc2C)cc1Cl
  -6%, -1%, 1%, -6%, 5%, -5%, -2%
> CCOc1ccc(CC(=O)NC2CC(=O)N(c3cccc(F)c3)C2)cc1 (stereo unspecified)
  0%, 6%, -4%, 16%, -3%, -1%, -6%
> COc1cccc(N2CCN(C(=O)c3cnn(-c4ccccc4Cl)c3C3CCN(C(=O)OC(C)(C)C)CC3)CC2)c1
  -29%, -4%, 0%, -1%, 3%, 2%, 21%
> CC1CCCN(S(=O)(=O)c2ccc(NC(=O)c3nc(SC(C)C)ncc3Cl)cc2)C1 (stereo unspecified)
  -19%, -3%, -1%, 19%, -9%, -2%, -4%
> CN(C)c1ccc(CNC(=O)c2ccc(NC(=O)c3nsc4ccccc34)cc2)cc1
  -14%, -1%, 1%, ?, -28%, 2%, -25%
> CCn1ccc2c(OCC(=O)Nc3ccc(C(C)=O)cc3)cccc2c1=O
  -2%, -6%, -2%, 6%, 2%, -2%, -4%
> CCOC(=O)c1ccc(N2C(=O)c3[nH]nc(-c4ccc(OC)cc4)c3C2c2cccc(O)c2)cc1 (stereo unspecified)
  ?, -4%, 1%, -1%, 56%[activator], 7%, 34%[activator]
> O=C(Cn1nc(Cc2cccnc2)c2ccccc2c1=O)Nc1cccc(C(F)(F)F)c1
  -5%, -2%, -2%, 4%, 6%, -10%, 4%
> CC1CCN(C(=O)Cn2c(=O)oc3cc(S(=O)(=O)N4CCCCC4)ccc32)CC1
  2%, -1%, 0%, 8%, 1%, 5%, -5%
> COc1ccc2cc(-c3nc(Cl)c4c5c(sc4n3)CC(C)CC5)c(=O)oc2c1 (stereo unspecified)
  -13%, 6%, -2%, 2%, -15%, 7%, -1%
> COc1cccc(C2=C(C(C)=O)Sc3nncn3N2C(C)=O)c1
  9%, 1%, -3%, -2%, -2%, -5%, -8%
> CCc1ccccc1NC(=O)C(CCSC)NS(=O)(=O)c1ccc2c(c1)oc(=O)n2C (stereo unspecified)
  0%, 2%, -2%, 13%, -12%, 0%, ?
> Cc1cc(C)c(S(=O)(=O)NCc2ccc3c(c2)CCN3C(=O)c2ccccc2)c(C)c1
  ?, 3%, 0%, 9%, 19%, -2%, 15%
> O=c1c2sc3ccccc3c2n(Cc2ccccc2F)c(=O)n1CCc1ccccc1
  5%, -12%, 0%, -7%, -2%, -3%, 4%
> O=C(NCCC1=CCCCC1)C1CCN(C(=O)N2CCOc3ccc(Cl)cc32)CC1
  -16%, 1%, 5%, ?, -1%, 4%, 14%
> Cc1ccc(NC(=O)CSc2nc(=O)cc(N)n2-c2ccccc2)cc1
  0%, -3%, -1%, 8%, 12%, -18%, -2%
> O=C(C1CCN(S(=O)(=O)c2cccc3nonc23)CC1)N1CCN(c2ccc(F)cc2)CC1
  -4%, -7%, 0%, -4%, 10%, 0%, 8%
> C=Cc1ccc(Cn2c(C(=O)O)c(CNCc3cc(Br)ccc3OC)c3ccc(C)cc32)cc1
  -28%, -2%, -1%, -1%, 4%, ?, 2%
> CCn1cc(C(=O)NCCC(C)C)c(=O)c2cc(S(=O)(=O)N(C)C3CCCCC3)ccc21
  ?, -6%, 0%, -3%, 17%, -2%, 10%
> Cc1ccc(Cn2c(CN3CCC(C(=O)NCc4cccnc4)CC3)cc3ccccc32)cc1
  ?, 1%, -3%, 0%, -2%, 2%, 8%
> CC(C)c1ccc(NC(=O)CC2Oc3ccccc3NC2=O)cc1 (stereo unspecified)
  -10%, 1%, 1%, 22%, ?, 1%, -4%
> COC(=O)CCNC(=O)N1CCN(c2nnc(C)c3c(C)n(-c4ccc(Cl)cc4)nc23)CC1
  0%, -1%, 0%, ?, -5%, 1%, -1%
> COc1ccccc1NC(=O)c1sc2nc3c(cc2c1N)CN(Cc1ccccc1)CC3
  ?, 45%[activator], 0%, -1%, ?, 7%, 5%
> O=C(Nc1cccc(Cl)c1Cl)c1ccc2c(c1)N(Cc1cccc(Cl)c1)C(=O)c1ccccc1S2(=O)=O
  -17%, -1%, 1%, 7%, 28%, 5%, 2%
> O=C(CN1C(=O)COc2ccc(S(=O)(=O)N3CCOCC3)cc21)N1CCN(c2ccc(F)cc2)CC1
  4%, 0%, 1%, 2%, 9%, -1%, 0%
> O=C(NCCCc1nc2ccccc2n1Cc1ccccc1Cl)C1CCCCC1
  -16%, 1%, -2%, ?, -15%, 6%, 1%
> CN(C1CCCCC1)S(=O)(=O)c1ccc2c(c1)c(=O)c(C(=O)NCc1ccccc1Cl)cn2C
  -11%, -9%, 1%, 21%, -11%, 7%, 1%
> COC(=O)c1ccc(Cn2nc(-c3ccc(C)cc3)ccc2=O)cc1
  -4%, 0%, -1%, ?, -25%, 3%, 1%
> CCCOc1ccc(C(=O)Nc2ccc3oc(-c4ccc(N(C)C)cc4)nc3c2)cc1
  9%, -1%, 0%, 9%, 18%, 1%, 1%

Compound activity as filed in PubChem BioAssay.
